APJ antagonist – antagonists of human apelin receptor APJ, primary screen, CHO-K1 cells, beta-arrestin complementation, luminescence; P35414; inhibition, % at 20 µM; hit rate 0.32% among 330,000;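 active = inhibition above about 40% at 20 µM, limit read from the data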;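 note: cells challenged with 10 nM apelin-13 agonist together with compound; plate controls were apelin-13 plus DMSO wells for no effect and DMSO wells lacking apelin-13 for full effect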
Target sequence (P35414 whole entry, looked up): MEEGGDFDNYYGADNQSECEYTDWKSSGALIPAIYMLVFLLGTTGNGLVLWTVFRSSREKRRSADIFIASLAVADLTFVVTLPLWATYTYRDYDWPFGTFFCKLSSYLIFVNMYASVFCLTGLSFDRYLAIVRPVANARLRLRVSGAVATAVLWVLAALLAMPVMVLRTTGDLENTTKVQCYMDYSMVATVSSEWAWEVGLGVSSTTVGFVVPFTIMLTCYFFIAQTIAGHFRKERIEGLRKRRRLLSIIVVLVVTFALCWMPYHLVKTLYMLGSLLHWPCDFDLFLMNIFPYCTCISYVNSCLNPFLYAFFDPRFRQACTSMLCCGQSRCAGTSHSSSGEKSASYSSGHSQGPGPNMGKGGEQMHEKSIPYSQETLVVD
CXCR6 block – CXCR6 receptor inhibitors, primary screen, cell-based, beta-arrestin, luminescence, CHO-K1 PathHunter, 1536-well | hit rate 0.36% among 360,000 | C-X-C chemokine receptor type 6 (Homo sapiens), O00574 | inhibition, % at 20 µM; in the data active = inhibition above about 34%, passing the limit was not always enough;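 note: antagonist mode with CXCL16 agonist at 10 nM final; 0% = 10 nM CXCL16 with DMSO and 100% = unstimulated wells without agonist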
Target sequence (O00574 whole entry, looked up): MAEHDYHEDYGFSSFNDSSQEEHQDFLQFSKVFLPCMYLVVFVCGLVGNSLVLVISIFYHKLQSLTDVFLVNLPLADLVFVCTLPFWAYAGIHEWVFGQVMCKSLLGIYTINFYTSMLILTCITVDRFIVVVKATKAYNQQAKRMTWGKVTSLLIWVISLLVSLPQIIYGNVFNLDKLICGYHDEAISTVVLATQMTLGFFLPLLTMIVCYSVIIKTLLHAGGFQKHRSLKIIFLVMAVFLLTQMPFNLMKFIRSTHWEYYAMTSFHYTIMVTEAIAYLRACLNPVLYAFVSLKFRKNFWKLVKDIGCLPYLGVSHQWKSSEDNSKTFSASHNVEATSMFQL
tim23-1 inh – growth inhibitors of tim23-1 mutant yeast, primary screen, luminescence, uHTS; S. cerevisiae tim23-1 growth, BacTiter-Glo luminescence, 24 h; inhibition, % at 20 µM; hit rate 1.3% among 330,000;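 active = growth inhibition of the mutant yeast at or above 50%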;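 note: temperature-sensitive mutant grown at 25 °C; plate controls were DMSO-treated mutant yeast for no effect and medium wells lacking yeast for full effect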
UPR CHOP act – activators of apoptotic CHOP UPR arm, primary screen, cell-based, CHO-CHOP luciferase reporter, luminescence, uHTS; UPR activation; percent of tunicamycin response over DMSO baseline; activation, % at 10 µM; hit rate 0.34% among 330,000; AID 449763, 2010;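 active = at 10 µM dose, activation of 40% or more, normalized to positive control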;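 note: 100% = tunicamycin at 10 µg/mL and 0% = DMSO alone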
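System: CHO-CHOP luciferase reporter cell line; amount: 500 cells/well; buffer or medium: F12 medium containing 10% fetal bovine serum; incubation: 6 h compound exposure at 37 °C after overnight seeding; measured by: luciferase luminescence after 10 min with Steady-Glo reagent; evaluation: % reporter activation, DMSO baseline versus tunicamycin full activation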
APJ ag – agonists of human apelin receptor APJ, primary screen, CHO-K1 cells, PathHunter beta-arrestin, luminescence | P35414 | AID 2520, 2010 | activation, % at 20 µM | 0% DMSO wells, 100% apelin | hit rate 0.11% among 330,000;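 active = activation more than six SD over the plate average, tested at 20 µM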;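 note: 0% = DMSO alone and 100% = apelin-13 at 10 nM; some results filed as inactive read as strong as hits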
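Assay system: CHO-K1 APJ beta-arrestin complementation cell line / Compound: single test compound dose, 20 µM final, 1% DMSO / Times: overnight seeding, 90 min compound at 25 °C, 1 h detection / Technique: beta-gal luminescence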
CCR6 antag – CCR6 receptor antagonists, primary screen, cell-based, CHO-K1, luminescence, beta-arrestin, uHTS; CHO-K1 CCR6 PathHunter beta-arrestin, CCL20-stimulated; inhibition, % at 20 µM; C-C chemokine receptor type 6 (Homo sapiens), P51684; hit rate 0.49% among 340,000;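 active = compounds whose inhibition of the agonist-driven luminescence signal at 20 µM reaches about 50%, limit read from the data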;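 note: cells stimulated with CCL20 at 14 nM final; plate controls were DMSO with CCL20 for no effect and DMSO without agonist for full effect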
UPR XBP1 act – activators of adaptive XBP1 UPR arm, primary screen, cell-based, CHO-XBP1 luciferase reporter, luminescence, uHTS | IRE1-XBP1 UPR activation; percent of tunicamycin response, DMSO as zero | activation, % at 20 µM | hit rate 0.33% among 330,000;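 active = versus positive control, 20 µM dose yields 30% or more activation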;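 note: 100% = tunicamycin at 10 µg/mL and 0% = DMSO only wells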
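assay system = CHO-XBP1 luciferase reporter cells | amount = 1000 cells/well | buffer or medium = F12 plus 10% FBS | compound dosing = single point, 20 µM final compound, 1% DMSO | incubation = 16-18 h cell attachment at 37 °C, then 6 h compound exposure | detection = Steady-Glo luminescence read | controls = tunicamycin 10 µg/mL and vehicle-only wells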
EBI2 block – EBI2 receptor antagonists, beta-arrestin recruitment, primary screen, cell-based, luminescence, 7a,25-OHC stimulation, uHTS. G-protein coupled receptor 183 (Homo sapiens), P32249. hit rate 0.81% among 360,000. AID 651636, 2012. 7a,25-OHC stimulated. inhibition, % at 5 µM; in the data active = inhibition above about 38%;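 note: enzyme fragment complementation signal reports receptor beta-arrestin coupling in cells; 0% = agonist plus DMSO wells and 100% = wells without agonist; some results beyond the cut were filed as inactive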
Target sequence (P32249 whole entry, looked up, the tested form may be a part): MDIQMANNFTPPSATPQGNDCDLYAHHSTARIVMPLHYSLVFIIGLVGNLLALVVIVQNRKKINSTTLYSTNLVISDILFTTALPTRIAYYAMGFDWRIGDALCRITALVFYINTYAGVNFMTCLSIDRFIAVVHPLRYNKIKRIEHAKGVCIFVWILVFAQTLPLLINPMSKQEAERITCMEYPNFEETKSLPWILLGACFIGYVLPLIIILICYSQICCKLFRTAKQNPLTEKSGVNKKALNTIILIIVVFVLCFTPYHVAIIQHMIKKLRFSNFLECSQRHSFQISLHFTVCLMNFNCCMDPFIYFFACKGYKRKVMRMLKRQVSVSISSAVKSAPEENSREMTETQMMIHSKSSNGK
Mdm2-MdmX inh – inhibitors of human Mdm2-MdmX association, primary screen, cell-based, luminescence, split luciferase, SaOS-2, uHTS | AID 485346, 2010 | inhibition, % at 8 µM | SaOS-2 split-luciferase Mdm2/MdmX complementation | Protein Mdm4 (Homo sapiens) + E3 ubiquitin-protein ligase Mdm2 (Homo sapiens), … | hit rate 3% among 330,000;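 active = inhibition of at least 50% at 8 µM in the primary screen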
Starred values were filed as active, the others as inactive; . = not tested or not shown. Some of the compounds tested; the hit share may differ from the screen's.

SMILES	APJ antagonist	CXCR6 block	tim23-1 inh	UPR CHOP act	APJ ag	CCR6 antag	UPR XBP1 act	EBI2 block	Mdm2-MdmX inh
Cc1ccc(OCCNS(=O)(=O)c2ccc(Cl)cc2)cc1	-10	-3	19	-1.8	-5	8	-3	-5	3
O=C(CN(c1cccc(C(F)(F)F)c1)S(=O)(=O)c1ccc(Cl)c([N+](=O)[O-])c1)NCc1ccccc1Cl	-36	-6	-33	38	7	-73	4	36	73*
NC(=O)[C@@H]1CCCCNc2c(F)cc([N+](=O)[O-])cc2C(=O)N[C@@H](CCCN=C(N)N)C(=O)NCC(=O)N1	9	6	-1	-2.0	6	-1	0	-10	6
CCOc1ccc(NC(=O)N(C2CCCCC2)C(C)c2ccncc2)cc1 (stereo unspecified)	-10	3	-2	-1.3	1	9	-2	-2	19
CCn1c(CN2c3ccccc3Sc3ccccc32)n[nH]c1=S	12	4	18	3.1	-4	-12	0	-8	9
O=C(CSc1nnc(Cc2ccccc2)n1Cc1ccco1)NC12CC3CC(CC(C3)C1)C2	-11	10	30	0.5	-7	10	0	13	-2
CCOC(=O)C1CCN(CC(=O)c2c(C)n(C)c3ccc(OC)cc23)CC1	-9	7	21	-1.7	-2	10	-3	-13	-2
Cc1ccc(CCNC(=O)CS(=O)Cc2nc(-c3ccccc3F)oc2C)cc1 (stereo unspecified)	0	4	18	2.0	-3	15	0	9	-22
Cc1cccn2cc(CCNC(=O)c3cccs3)nc12	-2	1	12	1.3	-5	9	0	-5	-27
CNC(=O)c1c(NC(=O)CCS(=O)(=O)c2ccc(Cl)cc2)sc2c1CCN(C(=O)OC)C2	-5	6	14	-0.2	-5	8	-2	1	22
Cc1ccc(S(=O)(=O)N2C[C@@H]3[C@H]4CC[C@H](C4)[C@@H]3[C@@H](C)[C@@H]2c2ccn(Cc3ccccc3)c2)cc1	.	2	31	2.0	.	4	-2	23	50*
CN(C)c1nc(SCC#N)nc(N2CCOCC2)n1	-6	-8	1	-2.2	-1	3	6	3	-3
CNC(=O)c1cc(C(=O)c2ccc(C(F)(F)F)cc2F)c[nH]1	-10	5	1	0.8	0	-4	1	0	-24
CCCNC(=O)NC(=O)CSc1nncs1	1	3	0	0.9	-4	6	-3	3	-10
CCn1c(SCC(=O)Nc2sc3c(c2C#N)CCC(C(C)(C)C)C3)nnc1-c1ccco1 (stereo unspecified)	-2	-8	-6	-0.3	-1	21	-2	-3	43
CCCCOc1ccc(C(=O)N/C(=C/C=C/c2ccccc2)C(=O)NC)cc1	12	0	-1	-1.3	-3	17	-1	-3	3
CCC(=O)N1CCc2cc(S(=O)(=O)CCC(=O)NC3CCCCC3)ccc21	17	-1	1	-2.2	1	9	-5	2	3
C[C@H]1C(=O)N(C)CCN1Cc1cn(C)nc1-c1ccc(Oc2ccccc2)cc1	1	1	7	0.5	-4	4	-2	3	14
O=C(CSCc1c(F)cccc1Cl)NCCc1ccccc1	-23	5	27	0.1	0	22	-3	21	-19
CCOC(=O)C1CCCN(C(=O)c2ccco2)C1 (stereo unspecified)	13	-1	-8	-0.9	-5	2	0	-13	-14
C=CCn1c(SCC(=O)Nc2nccs2)nnc1-c1cc2cccc(OC)c2o1	16	-5	-16	-0.8	3	-4	1	-10	26
COc1ccc(C)cc1-n1nc2ccccc2n1	19	9	8	0.2	-3	2	1	0	-7
NC(=O)CCN1CCC(c2nc3ccccc3s2)CC1	7	-6	-8	0.3	-1	10	-2	-6	5
C/C(=N\Nc1ccc(F)cc1F)c1ccc(Br)s1	-8	-4	23	-0.1	0	-1	1	23	3
Cc1nn(Cc2ccc(Cl)cc2)c(C)c1NC(=O)CCCn1nc(C)c([N+](=O)[O-])c1C	1	3	-13	-0.7	-2	4	-2	-1	29
CN(C)c1ccc(CNC(=O)C2CCN(S(=O)(=O)c3ccc4c(c3)oc(=O)n4C)CC2)cc1	-25	-10	4	0.8	0	6	-4	0	12
COc1ccc2cc(C3CC(c4cccs4)=NN3C(C)=O)c(Cl)nc2c1 (stereo unspecified)	0	3	1	-0.2	4	8	1	9	55*
CCC(=O)N1CCc2cc(S(=O)(=O)CCC(=O)Nc3cccc(F)c3)ccc21	19	-3	25	-1.1	10	0	-1	-8	1
COc1ccc(OC)c(CN2CCC(CNC(=O)Nc3cccc(Cl)c3)CC2)c1	-32	7	-6	1.0	-2	3	-3	9	26
Cc1ccc(N=Nc2ccc(O)c(P(=O)(c3ccccc3)c3ccccc3)c2)cc1	37	19	3	1.9	-4	33	0	-4	10
COc1cc(C(=S)N2CCOCC2)ccc1OC(=O)/C=C/c1ccco1	0	9	-4	1.8	-2	5	1	5	-5
COC(=O)[C@H](C)NC(=O)NC(C)CCc1ccccc1 (stereo partly specified)	-14	-4	18	2.4	-4	1	1	-15	18
O=C(CSc1nccc(=O)[nH]1)N1CCCc2ccccc21	-29	-4	27	-3.6	0	6	-5	2	5
Cc1noc(C)c1C(=O)OCC(=O)NCCc1ccc(Cl)cc1	-5	4	-3	-1.1	-10	16	-2	3	13
CC(=O)Nc1ccc(NC(=O)C(NS(=O)(=O)c2ccc3c(c2)OCCO3)C(C)C)cc1 (stereo unspecified)	11	0	-7	0.7	0	-8	1	-3	1
CCn1cc(C(=O)O)c(=O)c2cc(F)c(N3CCN(C(=S)NC(=O)c4ccccc4)CC3)cc21	11	-3	-1	-0.1	-6	-5	0	-3	16
O=C(Nc1ccccc1C(=O)Nc1ccncc1)c1cccc([N+](=O)[O-])c1	-22	3	-162	0.6	8	7	1	12	17
c1ccc(N/N=C2\CCCc3ccccc32)nc1	-11	2	14	1.2	-2	-2	2	-9	-2
CC1CCC(NC(=O)CN2C(=O)C3CC=CCC3C2=O)CC1 (stereo unspecified)	0	-6	8	3.9	-2	6	0	-5	-18
COc1ccc(C(=O)COC(=O)c2ccccc2O)c(OC)c1	2	2	38	1.4	-3	21	2	13	-106
O=S(=O)(NC1CCCCC1)c1cccs1	17	14	1	0.2	-1	8	6	-8	-13
COc1ccc(CCNC(=O)c2oc3ccc(S(=O)(=O)N4CCOCC4)cc3c2C)cc1OC	-8	-2	10	-1.7	0	12	1	-2	15
CC(C)(C)CNC(CO)C12CC3CC(CC(C3)C1)C2 (stereo unspecified)	-11	9	-2	0.5	-1	-1	-5	-2	3
COc1ccccc1OCCNC(=O)c1cc([N+](=O)[O-])cc([N+](=O)[O-])c1	-38	-10	16	0.7	1	-6	-5	-15	28
Cc1nnc(C)n1/N=C/c1cc(Br)cc(Br)c1O	-3	13	63*	-1.7	-3	-14	-1	0	17
Cc1ccc(OCc2cc(C(=O)N3CCC(c4ccccc4Cl)C3)no2)cc1C (stereo unspecified)	18	10	3	2.2	1	18	1	-1	-47
Cc1cc(C)c2oc(C(=O)N3CCN(Cc4ccccc4)CC3)cc(=O)c2c1	13	3	21	-1.0	-1	10	-2	58*	-2
S=c1[nH]nc(COc2ccccc2)n1/N=C/c1ccccc1Cl	-6	21	24	-0.4	-1	15	0	6	-5
CC(=O)Nc1cccc(NC(=O)COc2ccc3c(c2)CCC3)c1	-13	-2	9	1.0	-4	4	-1	-8	-31
C=CCn1c(SCC(=O)c2ccccc2)nnc1-c1cc2ccccc2o1	11	0	30	-0.2	-7	6	-1	7	19
O=C(Nc1ccccc1)/C(=C/c1ccc([N+](=O)[O-])cc1)NC(=O)c1ccccc1	-19	-6	-16	2.2	4	11	-2	0	44
CCn1cc(C2=NC(CC(C)C)CO2)c2ccccc21 (stereo unspecified)	-20	10	37	4.8	-3	3	3	5	-5
Cc1ccc(OCCOCCn2cnc3ccccc3c2=O)cc1C	11	.	25	0.0	-3	.	-5	.	-17
Cc1cccc(NS(=O)(=O)c2ccc3[nH]c(=O)cc(C(=O)O)c3c2)c1	-9	-3	4	-2.8	-4	3	1	-10	10
Cc1ccc(NC(=O)Cn2nnc(C(=O)NCCc3ccccc3)c2N)c(C)c1	25	-3	-9	0.2	-4	17	2	-4	61*
O=C(O)C1CC(=O)N(c2ccc(OCc3ccc(Cl)cc3Cl)cc2)C1 (stereo unspecified)	3	3	-4	-1.9	-5	23	-1	1	-8
CC[C@]12c3[nH]c4ccc(OC)cc4c3CCN1C(=O)C(CC(=O)NCc1cccc(C(F)(F)F)c1)C[C@@H]2C(=O)N1CCN(C(=O)c2ccco2)CC1 (stereo partly specified)	.	6	38	4.6	.	14	-2	-1	2
COCCCNCCCCOc1ccccc1-c1ccccc1	0	-4	6	-1.5	-2	6	0	-6	-6
CC1(C)Cc2c(C#N)c(OCC(=O)c3ccc(Cl)cc3)nc(-c3ccoc3)c2CO1	16	9	-13	-0.8	-3	30	-5	-1	9
Cc1ccn2c(C(=O)CSc3ccccc3)c(C)nc2c1	1	-5	8	4.2	-3	15	7	0	-38
Other entries:
SMILES	APJ antagonist	CXCR6 block	tim23-1 inh	UPR CHOP act	APJ ag	CCR6 antag	UPR XBP1 act	EBI2 block	Mdm2-MdmX inh
Cc1onc(-c2ccccc2Cl)c1C(=O)N[C@@H](C)c1ccccc1	-23	2	22	-1.0	-7	7	0	6	-3
Fc1ccc(C(c2nnnn2C2CCCC2)N(Cc2ccco2)CC2CCCO2)cc1 (stereo unspecified)	2	13	27	-1.4	-3	20	-2	14	-1
CCOC(=O)c1c(NC(=O)CS(=O)(=O)c2cn(CC)c3ccccc23)sc2c1CCCCC2	20	11	15	-0.2	-1	6	-1	57*	26
Cc1ccc(CNC(=O)C(=O)NCC2OCCN2C(=O)c2ccc3c(c2)OCO3)cc1 (stereo unspecified)	-4	1	0	-1.1	0	0	0	4	6
CC(C)CC(=O)NC(=S)Nc1ccc(F)cc1F	16	2	34	0.3	-6	-5	4	-1	31

Some of the entries so far, as a markdown table:
| Structure | APJ antagonist | CXCR6 block | tim23-1 inh | UPR CHOP act | APJ ag | CCR6 antag | UPR XBP1 act | EBI2 block | Mdm2-MdmX inh |
| --- | --- | --- | --- | --- | --- | --- | --- | --- | --- |
| Cc1onc(-c2ccccc2Cl)c1C(=O)N[C@@H](C)c1ccccc1 | -23 | 2 | 22 | -1.0 | -7 | 7 | 0 | 6 | -3 |
| Fc1ccc(C(c2nnnn2C2CCCC2)N(Cc2ccco2)CC2CCCO2)cc1 (stereo unspecified) | 2 | 13 | 27 | -1.4 | -3 | 20 | -2 | 14 | -1 |
| CCOC(=O)c1c(NC(=O)CS(=O)(=O)c2cn(CC)c3ccccc23)sc2c1CCCCC2 | 20 | 11 | 15 | -0.2 | -1 | 6 | -1 | 57* | 26 |

Screens (PubChem BioAssay)
